Assay outcomes as filed in PubChem BioAssay.
FadD28 binding: inhibitors of Mycobacterium tuberculosis FadD28 bisubstrate binding; FadD28 bisubstrate probe binding, fluorescence polarization; inhibition, % at 12.5 µM; 360,000 compounds, 0.22% hits; in the data active = inhibition above about 8.5%, passing the limit was not always enough; inconclusive = no clear call, values can overlap the other calls
Anthrax LF prot: inhibitors of Bacillus anthracis lethal factor protease; multiplex microsphere protease cleavage assay, LF; P15917; AID 588501; 360,000 compounds, 0.12% hits; inhibition, % at 10 µM; also: plate controls were buffer without enzyme for full effect and enzyme alone for no effect
BoNT-F LC inh: inhibitors of Botulinum neurotoxin F light chain protease. 360,000 compounds, 0.22% hits. inhibition, % at 10 µM. AID 588497. Multiplex microsphere protease cleavage assay, flow cytometry; in the data active = inhibition above about 35%, passing the limit was not always enough; inconclusive = no clear call, values can overlap the other calls; also: plate controls were buffer without enzyme for full effect and enzyme alone for no effect
FBA Mtb inh: inhibits M. tuberculosis FBA enzyme; 360,000 compounds, 2.3% hits; purified M. tuberculosis FBA, fluorescence read-out; AID 588726; P9WQA3; inhibition, % at 1 µM; in the data active = inhibition above about 27%;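 also: 0% = vehicle and 100% = reference inhibitor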
Target sequence (P9WQA3 whole entry, looked up): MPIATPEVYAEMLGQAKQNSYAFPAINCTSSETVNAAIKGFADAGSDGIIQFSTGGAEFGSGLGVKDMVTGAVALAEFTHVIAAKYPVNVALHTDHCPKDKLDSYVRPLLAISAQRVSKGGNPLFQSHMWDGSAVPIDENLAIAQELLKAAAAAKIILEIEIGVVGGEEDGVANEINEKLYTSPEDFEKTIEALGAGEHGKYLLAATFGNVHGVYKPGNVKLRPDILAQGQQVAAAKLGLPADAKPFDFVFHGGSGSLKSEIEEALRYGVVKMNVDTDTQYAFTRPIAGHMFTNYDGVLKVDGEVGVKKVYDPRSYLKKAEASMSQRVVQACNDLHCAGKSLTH
UGM FP inh: blocks M. tuberculosis UGM enzyme | P9WIQ1 | purified UGM, fluorescence polarization probe displacement | inhibition, % at 10 µM | 320,000 compounds, 0.06% hits; in the data active = inhibition above about 10%, passing the limit was not always enough; inconclusive = no clear call, values can overlap the other calls
Target sequence (P9WIQ1 whole entry, looked up): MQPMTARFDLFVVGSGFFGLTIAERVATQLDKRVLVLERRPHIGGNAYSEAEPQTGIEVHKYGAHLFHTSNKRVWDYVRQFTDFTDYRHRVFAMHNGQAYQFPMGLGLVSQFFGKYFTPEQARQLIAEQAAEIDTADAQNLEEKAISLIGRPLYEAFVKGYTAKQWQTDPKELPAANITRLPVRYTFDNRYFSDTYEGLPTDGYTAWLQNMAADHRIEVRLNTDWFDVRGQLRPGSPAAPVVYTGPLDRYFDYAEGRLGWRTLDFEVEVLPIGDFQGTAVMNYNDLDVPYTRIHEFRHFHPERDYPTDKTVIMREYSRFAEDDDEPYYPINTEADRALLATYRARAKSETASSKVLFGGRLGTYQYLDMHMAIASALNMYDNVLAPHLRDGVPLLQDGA
BoNT-A LC inh2: blocks Botulinum neurotoxin A light chain protease | multiplex microsphere protease substrate cleavage, flow cytometry | inhibition, % at 10 µM | 360,000 compounds, 0.17% hits | AID 588499; also: plate controls were buffer without enzyme for full effect and enzyme alone for no effect
PfHsp40 rescue: rescue of PfHsp40-mediated yeast toxicity; S. cerevisiae expressing PfHsp40, growth rescue, ATP luminescence; growth rescue, % at 12.5 µM; 340,000 compounds, 0.68% hits; AID 504582; in the data active = growth rescue above about 28%, passing the limit was not always enough; inconclusive = no clear call, values can overlap the other calls;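 also: yeast W303a lacking pdr1 and pdr3 grown in galactose medium; growth measured after three days at 30 °C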
GDH-TPI inh: inhibits GDH-TPI coupling enzymes, artifact for Mtb FBA screen; GDH-TPI coupled enzyme counterscreen, NADH absorbance; inhibition, % at 4.8 µM; 360,000 compounds, 1.2% hits; AID 588335; in the data active = inhibition above about 30%;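 also: 0% = DMSO wells and 100% = wells lacking the enzyme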
BioA inh: BioA (M. tuberculosis) enzyme inhibition; purified M. tuberculosis BioA enzyme, plate reader; inhibition, % at 9.99 µM; 360,000 compounds, 0.096% hits; in the data active = inhibition above about 40%; inconclusive = no clear call, values can overlap the other calls
* hit, by the source's call; ? = inconclusive; nt = not tested or not shown; & = joins results of further samples. Rule as the data show it, unless noted: active = inhibition above about 30%; inconclusive = no clear call, values can overlap the other calls; inactive = below that. Compounds were not picked by outcome, and some 4.7% of all compounds hit somewhere here.

SMILES | FadD28 binding | Anthrax LF prot | BoNT-F LC inh | FBA Mtb inh | UGM FP inh | BoNT-A LC inh2 | PfHsp40 rescue | GDH-TPI inh | BioA inh
COc1cc(NC(=O)c2cccnc2)c(OC)cc1NC(=O)c1ccc(Br)cc1 | -3.0 | 0 | -2 | -1 | -1.3 | 0.0 | -0.1 | 5 | 4.9
CCCCNC(=O)O[C@H]1C[C@@H]2CCN3C(=O)CCC(C)(C)[C@H](C1)[C@H]23 | 0.0 | -4 | -5 | 1 | 2.8 | -0.3 | 0.2 | -2 | 0.4
N/C(Cc1ccc([N+](=O)[O-])cc1)=N\OC(=O)c1ccc([N+](=O)[O-])cc1 | -1.4 | 6 | 10 | 1 | -1.4 | 1.3 | -1.6 | 9 | -0.3
Cc1cccc(NC(=O)CSc2nc3ccccc3nc2N2CCCC2)c1C | -0.9 | -4 | 0 | 3 | -1.5 | 1.4 | -0.2 | 2 | -1.6
O=C(CSC1c2ccccc2-c2ccccc21)N/N=C/c1ccccc1 | 2.5 | -1 | -2 | 2 | -1.3 | -0.5 | -0.4 | 22 | nt
COc1cccc(-n2cc(C(=O)NCCCOC(C)C)c3ccccc3c2=O)c1 | nt | -3 | 11 | 2 | 2.6 | -1.9 | 0.0 | 4 | 1.8
Nn1c(SCc2c(F)cccc2F)nnc1-c1ccccn1 | -4.8 | 5 | ? | -4 | -2.6 | 3.3 | -1.4 | -10 | 1.4
O=C(CC(=O)N/N=C\c1c(Cl)cccc1Cl)NCc1ccccc1 | -1.5 | -5 | 0 | -7 | -2.5 | 0.8 | 1.8 | 9 | -0.7
CC1CCCN(CC(=O)N2c3ccccc3Sc3ccccc32)C1 (stereo unspecified) | -1.2 | -6 | 6 | -1 | 1.1 | -0.6 | -1.0 | 3 | nt
CC(C)Nc1nnc(SCC(=O)Nc2ccc3c(c2)C(=O)c2ccccc2C3=O)s1 | -1.5 | 0 | -2 | -2 | 0.0 | 2.9 | 1.0 | 10 | -0.7
CC(C)CCNC(=O)CCn1nc(-c2ccccc2)ccc1=O | -1.8 | -3 | -18 | 1 | 0.3 | -0.4 | 1.2 | -3 | nt
Nc1cc(N)nc(SCC(=O)Nc2cc(S(=O)(=O)N3CCOCC3)ccc2Cl)n1 | -1.0 | -2 | -1 | 1 | 1.4 | -0.2 | 0.2 | 5 | 0.2
Nc1c(-c2n[nH]c(=S)n2-c2ccc(Cl)cc2Cl)cnn1-c1ccccc1 | -1.1 | -1 | 18 | 3 | 1.3 | 2.2 | 1.8 | -9 | 0.0
COC(=O)c1c(C(=O)OC)c2n(c1C)Cc1ccccc1C2 | -1.1 | -3 | 0 | 1 | 0.5 | -0.7 | -0.5 | 13 | nt
CN(C)C(=S)NC(C)(C)C | -0.8 | 13 | ? | -2 | 3.8 | ? | -0.8 | -4 | nt
O=C(CCCSc1nc2ccccc2[nH]1)NCc1ccccc1Cl | -4.5 | 0 | 0 | 1 | -1.1 | 0.1 | 0.9 | 0 | nt
COc1ccccc1C(CNC(=O)C(C)Oc1ccc(Br)cc1)N1CCCC1 (stereo unspecified) | -1.3 | -3 | 1 | 0 | 0.4 | -5.5 | -1.1 | 4 | nt
COc1ccccc1/C=C/C=N/n1c(COc2ccccc2)n[nH]c1=S | -2.4 | 5 | 0 | 0 | -0.2 | 0.6 | 0.8 | 12 | nt
COc1cc2c(C(=O)OCCN(C)C)c(CSc3ccccc3)n(C)c2cc1Br | -3.8 | 3 | -9 | -2 | -0.8 | -0.6 | 1.3 | 5 | nt
Cc1ccccc1C1C(=O)c2ccccc2C1=O | -2.2 | 5 | -49 | 0 | -0.2 | 0.5 | -1.6 | -6 | 0.1
COCCC(=O)N1CCC(Oc2ccc(C(=O)NCc3ccon3)cc2)CC1 | 0.7 | 0 | 3 | 7 | -1.3 | 1.3 | -1.3 | -1 | 0.3
CCOC(=O)c1cc2sc(C)cc2n1CC(=O)N(CC)CC | -0.5 | 4 | 10 | 1 | 0.1 | 1.0 | -1.8 | -2 | -1.1
COc1ccc(Nc2ccc(C(=O)O)cc2[N+](=O)[O-])cc1 | -0.1 | -1 | -6 | -7 | 1.4 | -0.7 | -2.0 | 2 | 5.3
O=C(CSc1nnc(-c2ccccc2)n1C1CCCCC1)N1CCCC1 | -4.1 | 1 | -1 | -3 | 0.7 | -0.5 | -1.7 | -1 | -0.4
Cc1cnc(C(=O)OCC(=O)Nc2sc3c(c2C(N)=O)CCCC3)cn1 | -4.0 | 2 | -3 | 3 | -4.9 | -0.1 | -0.9 | 9 | -2.5
COc1ccccc1NC(=O)C/C(N)=N/OCC(=O)Nc1cccc(Cl)c1 | -4.3 | -2 | 0 | -1 | 1.2 | -2.0 | 0.4 | 1 | 1.1
COc1cccc(NC(=O)c2ccccc2Br)c1 | -3.2 | -2 | ? | -1 | 2.8 | -0.7 | -1.2 | 7 | -0.1
Cc1ccc(CCNC(=O)C23CN(Cc4ccccc4)CC2C(c2ccc([N+](=O)[O-])cc2)=NO3)cc1 (stereo unspecified) | -3.2 | -5 | -12 | 0 | -2.3 | 0.2 | 2.8 | 3 | -1.8
O=C(NCc1cccnc1)c1cc(C2CCCCN2S(=O)(=O)c2ccccc2)on1 (stereo unspecified) | -2.5 | 2 | -4 | -1 | nt | -0.3 | nt | -5 | -0.2
CC(=O)c1c(C)[nH]c(C(=O)Nc2cccnc2)c1C | -2.2 | -9 | -2 | 1 | 0.3 | ? | -0.9 | 3 | 58*
Cc1ccc(CN2CCC(c3cc(-c4cccs4)n[nH]3)CC2)cc1 | -3.8 | 5 | 0 | 1 | 3.1 | 0.6 | 0.2 | 3 | 0.1
CC1CN(c2nc3ccccn3c(=O)c2/C=C(\C#N)C(N)=O)CC(C)O1 (stereo unspecified) | -0.7 | -5 | -10 | 11 | -2.5 | -0.2 | -0.5 | 23 | 0.8
COc1ccc(C(=O)OCC(=O)Nc2cc(C)c(C)cc2[N+](=O)[O-])cc1 | -4.2 | 0 | -1 | 0 | -1.9 | -0.3 | -1.9 | 2 | nt
CCOC(=O)CNC(=O)CSc1nnc(-c2ccccc2)c(-c2ccccc2)n1 | -2.0 | 8 | 3 | 2 | 4.6 | 0.3 | -0.5 | 10 | nt
O=C(C[C@@H]1C/C=C/CC[C@H](Cc2ccc(F)cc2)C(=O)OCCNC1=O)N[C@H](CO)Cc1ccccc1 | -2.7 | 2 | -7 | -2 | 0.0 | -0.7 | 2.6 | -5 | -0.1
COc1ccc2oc(C(=O)OCC(=O)N(CCC#N)c3ccccc3)c(C)c2c1 | -3.3 | -1 | 5 | 39* | 0.1 | 4.5 | -1.2 | -1 | -1.4
CCC(=O)N1CCc2cc(S(=O)(=O)CCC(=O)N3CCN(c4ccc(F)cc4)CC3)ccc21 | 1.1 | -1 | 0 | 6 | 1.1 | -1.7 | -1.0 | 0 | 1.8
Cc1cccc(NC(=O)c2sc(Cl)nc2C)c1C | 0.5 | 2 | -19 | 0 | 1.6 | -1.2 | 0.2 | 3 | nt
C=C1CCC(C)C(C)(CCC2=CCOC2=O)C/C=C\C=C/1C(=O)O (stereo unspecified) | -5.6 | -1 | -6 | 1 | 4.1 | 0.3 | 0.0 | 0 | 1.6
CCc1ccc(N(CC(=O)Nc2ccc(OC)cc2OC)S(C)(=O)=O)cc1 | -2.0 | -3 | -4 | 2 | 0.7 | 0.3 | -0.1 | 0 | 2.2

Some of the entries so far, with values under each structure:
Below each compound: FadD28 binding, Anthrax LF prot, BoNT-F LC inh, FBA Mtb inh, UGM FP inh, BoNT-A LC inh2, PfHsp40 rescue, GDH-TPI inh, BioA inh
> Cc1cccc(NC(=O)c2sc(Cl)nc2C)c1C
→ 0.5, 2, -19, 0, 1.6, -1.2, 0.2, 3, nt
> C=C1CCC(C)C(C)(CCC2=CCOC2=O)C/C=C\C=C/1C(=O)O (stereo unspecified)
→ -5.6, -1, -6, 1, 4.1, 0.3, 0.0, 0, 1.6
> CCc1ccc(N(CC(=O)Nc2ccc(OC)cc2OC)S(C)(=O)=O)cc1
→ -2.0, -3, -4, 2, 0.7, 0.3, -0.1, 0, 2.2

Going on with the list:
SMILES | FadD28 binding | Anthrax LF prot | BoNT-F LC inh | FBA Mtb inh | UGM FP inh | BoNT-A LC inh2 | PfHsp40 rescue | GDH-TPI inh | BioA inh
N#CC(c1ccc(Cl)cc1)c1ncc(C(F)(F)F)cc1Cl (stereo unspecified) | -0.9 | ? | ? | 1 | -0.9 | ? | -1.2 | 15 | -1.3
O=C(O)CCCC(=O)NS(=O)(=O)c1ccc(Cl)cc1 | 1.1 | -3 | -12 | 1 | -1.0 | 0.0 | 0.0 | 6 | -4.8
CC1CCCC(NC(=O)C2N(CCCN3CCCC3)C(=O)C3C(C(=O)Nc4ccc(Cl)cc4)C4C=CC32O4)C1C (stereo unspecified) | 0.9 | -6 | -6 | 3 | -1.8 | -2.1 | 0.4 | -7 | -4.0
Cc1ccc(C)c(NC(=O)c2ccccn2)c1 | -3.7 | 0 | 0 | 0 | 0.5 | ? | -0.7 | -4 | nt
COc1ccc(CCNC(=O)COC(=O)c2ccc(S(=O)(=O)N3CCCC3)cc2)cc1OC | -0.7 | -5 | -2 | 5 | -1.5 | 0.1 | 4.2 | 11 | -0.6
CCc1nc2oc3ccc(C)cc3c(=O)c2cc1C(=O)OC | nt | -4 | -2 | 1 | 1.2 | 0.1 | 0.1 | -7 | -0.8
O=C1CC(c2ccccc2)CC(O)=C1C=NCC1CCCO1 (stereo unspecified) | -0.4 | 3 | 4 | 1 | 0.3 | -0.1 | -1.1 | 11 | -0.3
CCS(=O)(=O)Nc1c(C)n(C)n(-c2ccccc2)c1=O | -1.6 | 1 | -1 | 0 | -0.3 | -0.3 | -1.5 | 7 | -1.7
CC1(C)C(=O)C2(CCCCC2)C(=O)OC1c1cccc([N+](=O)[O-])c1 (stereo unspecified) | -0.5 | -2 | -2 | -2 | -0.1 | 0.0 | 0.2 | 0 | -1.2
CC(C)CC(=O)N/C(N)=N/c1nc2ccccc2s1 | -5.9 | -1 | -3 | 0 | 1.5 | 0.4 | -1.3 | 9 | nt
O=c1cc(CO)[nH]nc1CO | -1.2 | 2 | 0 | 0 | nt | 0.2 | nt | 5 | nt
CCN(CC)S(=O)(=O)c1ccc(C(=O)Nc2nnc(C(C)C)s2)cc1 | -1.3 | 4 | 2 | 6 | -2.5 | 0.0 | -0.6 | 26 | 0.0
N/C(=N\c1nc2c(c(=O)[nH]1)CCC2)Nc1cccc2ccccc12 | -2.5 | -2 | -2 | 0 | -0.8 | -0.1 | -0.7 | -7 | -0.7
O=C(COc1ccccc1)Nc1ccc2c(c1)nc1n2CCOC1 | 0.5 | -5 | 2 | 1 | -0.9 | 0.7 | -0.7 | 14 | -0.8
COc1ccc(C(=O)c2cccc(C(=O)c3ccc(OC)c(C)c3)c2)cc1C | -0.1 | -4 | ? | 0 | nt | -9.9 | -1.1 | 3 | nt
CC(C)CN(/C=N/c1sc2c(c1C#N)CCCCC2)CC(C)C | 0.3 | -4 | 7 | 3 | 3.7 | 1.3 | -0.7 | 16 | -2.7
COc1ccc(NC(=O)Nc2ccc3c(c2)C(=O)N([C@H](C)CO)C[C@H](C)[C@@H](CN(C)S(C)(=O)=O)O3)cc1 | 0.6 | 0 | -2 | -2 | 0.6 | -1.0 | -0.8 | -3 | -0.3&0.3
O=C(O)CCN1C(=O)/C(=C/c2cn(-c3ccccc3)nc2-c2cccs2)SC1=S | 1.6 | 2 | 0 | -3 | nt | -0.3 | nt | 7 | nt
COCCCNC(=O)CCc1nc2cccnc2n1Cc1ccccc1 | -2.5 | -2 | -2 | -7 | 2.6 | -0.4 | 4.1 | 2 | 1.5
COc1ccc(-c2ccc3c(c2)S(=O)(=O)c2cccc(C(=O)NCCOc4ccccc4Cl)c2C3=O)cc1OC | -1.8 | -1 | 7 | 0 | 2.1 | 1.2 | 1.5 | 17 | -2.2
CC1=C/C(=C(\c2ccc(O)c(C)c2)c2ccccc2S(=O)(=O)O)C=CC1=O | -1.8 | 6 | -1 | -1 | 1.5 | -0.7 | -1.5 | 3 | 8.5
